PGE2 EP2 inh = inhibitors of human EP2 prostaglandin E2 receptor | P43116 | C6 glioma cells expressing human EP2, cAMP TR-FRET; cells stimulated with saturating PGE2 | inhibition, % at 25 µM | hit rate 0.52% among 260,000;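 active means percent inhibition above 40 after rounding to a whole number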;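 further: rat C6 glioma host cells with rolipram phosphodiesterase inhibitor present; the protocol text gives 20 µM as final concentration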
Target sequence (P43116 whole entry, looked up): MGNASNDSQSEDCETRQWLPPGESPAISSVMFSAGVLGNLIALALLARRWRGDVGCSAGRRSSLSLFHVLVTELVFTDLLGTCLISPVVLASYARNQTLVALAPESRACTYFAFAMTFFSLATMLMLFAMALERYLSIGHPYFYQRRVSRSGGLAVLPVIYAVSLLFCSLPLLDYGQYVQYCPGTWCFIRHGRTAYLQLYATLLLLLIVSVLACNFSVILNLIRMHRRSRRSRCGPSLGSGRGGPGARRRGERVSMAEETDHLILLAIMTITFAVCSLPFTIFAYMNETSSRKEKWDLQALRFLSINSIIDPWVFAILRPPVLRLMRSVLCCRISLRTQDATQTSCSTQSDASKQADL
FXIIa inh 1536 = factor XIIa (human) inhibition. P00748. purified FXIIa, Boc-QGR-AMC fluorogenic substrate, 2 h. inhibition, % at 5 µM. hit rate 0.3% among 220,000. AID 800; in the data active means inhibition above about 40%;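 further: 0% = enzyme with no compound and 100% = blank without enzyme; many of its hits are not listed in these tables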
TNF necrop inh = inhibitors of TNF-alpha induced necroptosis in Jurkat FADD-/- cells; Jurkat FADD-/- TNF necroptosis rescue, ATP luminescence, 24 h; 0 = TNF only, 100 = no-TNF cells; activation (protection from cell death), % at 10 µM; hit rate 0.068% among 220,000;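 active means activation, meaning protection from cell death, of at least 50% relative to plate controls; inactive means activation below 50%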;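 further: necroptosis triggered by 40 ng/mL TNF-alpha added together with compound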
Tb hexokinase = T. brucei hexokinase 1 inhibition | recombinant TbHK1, G6PDH-coupled NADH A340 | inhibition, % at 10 µM | hit rate 0.11% among 220,000 | AID 1430;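 active means inhibition of 50% or more in the single-dose primary screen; inactive means inhibition below 50%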
FXIa inh = inhibitors of human coagulation factor XIa | P03951 | inhibition, % at 5 µM | AID 798 | purified FXIa, Boc-Glu-Ala-Arg-AMC fluorogenic substrate | hit rate 0.14% among 220,000;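 active means inhibition of at least 40%; inactive means inhibition below 40%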;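 further: fluorescence of freed AMC excited at 355 nm; 0% = enzyme without compound and 100% = no enzyme blank; many of its hits are not listed in these tables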
Target sequence (P03951 19-387 limits assumed): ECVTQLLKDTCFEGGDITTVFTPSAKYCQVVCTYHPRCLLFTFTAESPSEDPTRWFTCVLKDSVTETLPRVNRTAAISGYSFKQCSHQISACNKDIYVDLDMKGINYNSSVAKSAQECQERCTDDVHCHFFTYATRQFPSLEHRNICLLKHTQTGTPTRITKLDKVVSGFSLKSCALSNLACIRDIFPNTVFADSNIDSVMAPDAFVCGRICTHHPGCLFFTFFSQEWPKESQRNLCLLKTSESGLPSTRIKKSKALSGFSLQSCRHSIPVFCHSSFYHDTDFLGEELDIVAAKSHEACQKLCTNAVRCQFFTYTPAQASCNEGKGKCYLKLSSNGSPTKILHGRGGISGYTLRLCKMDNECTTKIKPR
Target sequence (P03951 388-625 limits assumed): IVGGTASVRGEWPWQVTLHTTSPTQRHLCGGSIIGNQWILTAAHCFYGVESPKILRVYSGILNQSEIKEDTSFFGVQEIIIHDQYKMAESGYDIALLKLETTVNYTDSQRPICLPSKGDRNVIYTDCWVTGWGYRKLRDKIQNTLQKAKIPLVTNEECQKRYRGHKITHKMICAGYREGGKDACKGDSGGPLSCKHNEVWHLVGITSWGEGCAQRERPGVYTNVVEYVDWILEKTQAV
PPC-1+TRAIL kill = PPC-1 cancer cell killing with TRAIL present; PPC-1 cells + TRAIL, ATPLite viability luminescence; cell killing (% activity), % at 4 µM; hit rate 0.41% among 220,000; AID 1443;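 active means cell killing above 50% in the first pass at 4 µM, then a duplicate retest at 5 µM averaging 50% or more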;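 further: plate controls were cells with TRAIL plus DMSO for no effect and medium-only wells lacking cells for full effect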
zVAD death inh = L929 zVAD cell death inhibition | L929 zVAD necroptosis rescue, ATP luminescence, 24 h; with zVAD 60 µM | viability rescue, % at 10 µM | hit rate 0.38% among 220,000 | AID 1377;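 active means activation, scaled between plate controls, above about 75%, limit read from the data; inactive means activation under that limit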;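 further: 0% = zVAD with DMSO and 100% = DMSO alone without zVAD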
CHOP inh = inhibitors of CHOP induction in ER stress response; CHO-K1 CHOP-promoter luciferase, tunicamycin-induced, 15-18 h; inhibition, % at 10 µM; hit rate 3.8% among 220,000;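 active means compounds that reduced the stress-induced luciferase reporter signal by more than about 70% of percent inhibition, limit read from the data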;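 further: 0% = tunicamycin plus vehicle and 100% = wells without tunicamycin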
Wee1 degr inh = blocks degradation of human Wee1 kinase. P30291. HeLa Luc-Wee1K328M stability, luciferase luminescence; 100% = proteasome inhibitor MG132 effect. reporter increase, % at 5 µM. hit rate 1.2% among 220,000. AID 1321;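 active means activation above the mean of all tested compounds plus 3 SD, set per screening run, cut at about 8.8% in these data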;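 further: cells exposed to compound for 20 h before luminescence read; 0% = DMSO alone and 100% = MG132 at 30 µM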
* = called active by the depositor; / = not tested or not shown; & = joins results of further samples. An excerpt. The share of hits here may be higher or lower than overall.

The opening five compounds, to show the layout:
entry | structure | PGE2 EP2 inh | FXIIa inh 1536 | TNF necrop inh | Tb hexokinase | FXIa inh
1 | Cc1cc(=O)[nH]c(SCC(=O)N2CCc3ccccc3C2)n1 | 9 | 11 | 0.5 | -1 | -13
2 | O=C(Cc1ncc(C(F)(F)F)cc1Cl)Nc1ccc(F)cc1 | 10 | 13 | 0.5 | -5 | 0
3 | Cc1ccc(C)c(SCc2noc(C(=O)NC(C)C)c2C(=O)O)c1 | 11 | -3 | -1.0 | -4 | -8
4 | COc1ccccc1NC(=O)CSc1nnc2ccc(-c3cccnc3)nn12 | 6 | 8 | -0.5 | -6 | 4
5 | COC(=O)c1cn(NC(=O)Cc2cccc(OC)c2)c(=O)c2ccccc12 | 2 | 0 | 1.6 | 5 | -6

entry | PPC-1+TRAIL kill | zVAD death inh | CHOP inh | Wee1 degr inh
1 | 1 | 0.6 | -4 | 1
2 | 19 | 0.3 | 0 | 4
3 | 6 | -0.1 | 5 | 1
4 | 0 | 3.5 | 21 | 0
5 | -10 | / | 34 | -3

All compounds of this part, previewed entries included:
entry | structure | PGE2 EP2 inh | FXIIa inh 1536 | TNF necrop inh | Tb hexokinase | FXIa inh
1 | Cc1cc(=O)[nH]c(SCC(=O)N2CCc3ccccc3C2)n1 | 9 | 11 | 0.5 | -1 | -13
2 | O=C(Cc1ncc(C(F)(F)F)cc1Cl)Nc1ccc(F)cc1 | 10 | 13 | 0.5 | -5 | 0
3 | Cc1ccc(C)c(SCc2noc(C(=O)NC(C)C)c2C(=O)O)c1 | 11 | -3 | -1.0 | -4 | -8
4 | COc1ccccc1NC(=O)CSc1nnc2ccc(-c3cccnc3)nn12 | 6 | 8 | -0.5 | -6 | 4
5 | COC(=O)c1cn(NC(=O)Cc2cccc(OC)c2)c(=O)c2ccccc12 | 2 | 0 | 1.6 | 5 | -6
6 | CCOC(=O)c1c(N=CN(C)C)c2cc([N+](=O)[O-])cnc2n1C | 6 | 4 | 0.8 | -25 | 1
7 | C/C(=N\NC(=O)c1cc([N+](=O)[O-])cc([N+](=O)[O-])c1)c1ccco1 | 14 | -2 | 0.2 | -22 | 1
8 | O=C(c1cccc(Cl)c1)N1CCC(N2CCC(C(=O)N3CCOCC3)CC2)CC1 | 10 | 8 | -0.2 | 0 | -1
9 | O=C(CSc1nc(-c2ccncc2)nn1CC(=O)N1CCCCC1)NC1CCCC1 | 5 | 17 | -0.6 | -7 | 11
10 | CCCOC1OC(=O)c2c1ccc(OC)c2OC (stereo unspecified) | 7 | 8 | 1.2 | 2 | 3
11 | CC(Oc1ccccc1)C(=O)N=Nc1c(O)[nH]c2ccc([N+](=O)[O-])cc12 (stereo unspecified) | 21 | -4 | -3.8 | -4 | -7
12 | CCN1CCN(C(=O)CCc2nc3ccccc3n2-c2ccccc2)CC1 | 6 | -2 | 1.8 | 24 | -2
13 | O=C(COc1ccc2ccccc2c1Br)N1CCN(c2ccccn2)CC1 | 12 | 8 | -1.6 | -3 | 1
14 | O=C1CC(SCCO)C(=O)N1c1ccccc1 (stereo unspecified) | 3 | 11 | 1.3 | 1 | 3
15 | CC1CCN(CC(C)OC(=O)c2ccc3c(c2)OCCO3)CC1 (stereo unspecified) | 3&7 | 3 | 0.8 | 1 | -8

entry | PPC-1+TRAIL kill | zVAD death inh | CHOP inh | Wee1 degr inh
1 | 1 | 0.6 | -4 | 1
2 | 19 | 0.3 | 0 | 4
3 | 6 | -0.1 | 5 | 1
4 | 0 | 3.5 | 21 | 0
5 | -10 | / | 34 | -3
6 | -15 | -0.8 | -18 | 0
7 | 22 | 2.3 | -17 | 3
8 | 22 | 0.6 | -20 | -1
9 | 0 | 0.3 | 15 | -1
10 | 17 | -0.2 | -4 | 1
11 | -7 | 2.4 | -5 | -1
12 | 20 | -0.5 | 27 | 1
13 | 42 | 0.3 | 39 | 4
14 | -10 | 0.6 | -30 | -1
15 | 4 | -0.1 | 22 | 2

Single values from the list.
no. 5 in Wee1 degr inh is entered as -3
no. 4 in PPC-1+TRAIL kill is entered as 0
no. 13 in Tb hexokinase is entered as -3
no. 9 in PPC-1+TRAIL kill is entered as 0
no. 8 in TNF necrop inh is entered as -0.2
no. 6 in PPC-1+TRAIL kill is entered as -15
no. 12 in TNF necrop inh is entered as 1.8

Continued:
entry | structure | PGE2 EP2 inh | FXIIa inh 1536 | TNF necrop inh | Tb hexokinase | FXIa inh
16 | OC(COc1ccc(CNCc2cccnc2)cc1)CN1CCc2ccccc2C1 (stereo unspecified) | 13 | 5 | 3.7 | 0 | -3
17 | COc1ccc(NC(=O)Nc2ccc3c(c2)CCC3)cc1OC | 2 | 13 | -1.5 | -2 | 4
18 | COc1cccc2cc(-c3nc(-c4cccs4)cs3)c(=O)oc12 | 19 | 2 | -0.3 | 2 | -5
19 | CN1C(=O)C(CC(=O)Nc2ccccc2)S/C1=N/c1nccs1 (stereo unspecified) | 9 | 10 | 1.3 | -4 | 0
20 | CCCCn1c(Cl)nc2c1c(=O)n(C)c(=O)n2C | 13 | 14 | -3.3 | -4 | -2
21 | Cc1[nH]c2ccccc2c1-c1ccc(Cl)nn1 | 3 | 11 | -0.8 | -11 | -3
22 | O=C(O)c1ccc2c(c1)N(Cc1ccccc1)C(=O)c1ccccc1S2=O (stereo unspecified) | 14 | 12 | 0.8 | 4 | 0
23 | NC(=O)CSc1nc2ccccc2n1Cc1ccccc1F | 16 | 18 | -3.0 | -3 | 1
24 | Cc1cccc(-n2ncc3c(NCc4ccco4)ncnc32)c1 | / | 6 | -8.8 | 3 | 5
25 | O=C(O)c1ccc(N2C(=O)CC(SC(=NCc3ccc4c(c3)OCO4)Nc3ccc(F)cc3)C2=O)cc1 (stereo unspecified) | 5 | 4 | 0.5 | 2 | 2
26 | O=C(Nc1ccccc1C(=O)N1CCCCCC1)c1ccccc1 | 4 | 10 | 1.9 | -3 | 4
27 | COc1cccc2cc(C(C)=O)oc12 | 6 | 6 | -0.3 | -12 | -4
28 | Cc1cccn2c(CNCCSc3nccn3C)c(C(=O)N3CCCCC3)nc12 | 4 | 6 | 0.2 | -5 | 3
29 | O=P(CCNCc1ccco1)(c1ccccc1)c1ccccc1 | 12 | 20 | 0.0 | -6 | 4
30 | CN(C)S(=O)(=O)N(CC(=O)N1CCOCC1)c1ccccc1 | 16 | 21 | -0.3 | -7 | -3

entry | PPC-1+TRAIL kill | zVAD death inh | CHOP inh | Wee1 degr inh
16 | 16 | 1.6 | -31 | 0
17 | 5 | 13 | 19 | -1
18 | 0 | 2.4 | -13 | -2
19 | 14 | 1.8 | 3 | -3
20 | 5 | 0.1 | 3 | 5
21 | 17 | 0.8 | 13 | -1
22 | 3 | -0.7 | 7 | -3
23 | 4 | -0.7 | 3 | 0
24 | 2 | 2.0 | 39 | 6
25 | 3 | -0.8 | -4 | -3
26 | -12 | 0.4 | -7 | -3
27 | 11 | -0.4 | -7 | 0
28 | 4 | 0.9 | 11 | 8.9*
29 | -1 | 0.1 | 6 | -2
30 | 13 | 1.7 | 16 | -1

Additional entries follow.
entry | structure | PGE2 EP2 inh | FXIIa inh 1536 | TNF necrop inh | Tb hexokinase | FXIa inh
31 | COc1cc2[nH]c3c(N4CCN(c5ccc(Cl)cc5)CC4)ncnc3c2cc1OC | 14 | 16 | -3.5 | -6 | 2
32 | CCCn1nc2cc(C(=O)NCc3ccc(C)cc3)ccc2c1OCC | 9 | 0 | -0.9 | -3 | -7
33 | O=c1[nH]n(-c2ccc([N+](=O)[O-])cc2)c(=O)c2ccccc12 | 6 | 4 | -1.5 | -9 | -2
34 | COc1ccc(CNC(=O)Nc2cc(C)cc(C)c2)cc1 | 10 | -2 | 0.5 | -6 | -1
35 | Cc1cc(C)c(NC(=O)C2CCCN2CCOC(=O)c2ccccc2)c(C)c1 (stereo unspecified) | 6 | 6 | 2.8 | -5 | 10
36 | CCC1Oc2ccc(C)cc2N(CC(=O)N(Cc2cccnc2)Cc2ccc(C)o2)C1=O (stereo unspecified) | 6 | -11 | -1.5 | 5 | -7
37 | CS(=O)(=O)Nc1ccc2c(c1)C(=O)OC2 | 5&6 | 17 | -0.5 | -5 | 4
38 | Cc1cc(=O)n2nc(N3CCCC(C(=O)NCCC4=CCCCC4)C3)sc2n1 (stereo unspecified) | 9 | 4 | 0.5 | 1 | -4
39 | CC1(C)C(c2ccccc2)=NC(c2ccccc2)N1O (stereo unspecified) | 14 | -10 | -2.3 | -6 | -1
40 | O=C(NCCc1c[nH]c2ccccc12)C(=O)NCC1OCCCN1S(=O)(=O)c1cc(F)ccc1F (stereo unspecified) | 7 | -1 | 0.8 | 2 | -6
41 | Cc1ncc([N+](=O)[O-])n1CC(=O)NCCc1ccccc1 | 3 | 11 | 0.4 | -8 | -2
42 | CCCCc1c(O)nc(SCC(=O)c2ccccc2)n(-c2ccccc2C)c1=O | 13 | 5 | -0.7 | -9 | 1
43 | CC(C)C(=O)NNC(=O)c1ccccn1 | 10 | 0 | 1.9 | -3 | -6
44 | O=[N+]([O-])c1cccc(/C=C/C=N/Nc2nc(N3CCCCC3)nc(N3CCCCC3)n2)c1 | 4 | 1 | 1.7 | -21 | 2
45 | CC1CN(C(=O)N2c3ccccc3Sc3ccccc32)CC(C)O1 (stereo unspecified) | 14 | 13 | -1.3 | -7 | 9
46 | O=c1oc2ccccc2n1Cn1c(=O)oc2ccccc21 | 12 | 7 | -2.7 | 1 | -2
47 | CCOC(=O)c1nc(C)n(-c2ccc([N+](=O)[O-])cc2)n1 | 3 | 5 | -0.2 | -6 | -4
48 | O=C(Nn1cnnc1)c1ccc(Cl)c([N+](=O)[O-])c1 | 13 | 7 | 4.2 | -5 | 13

entry | PPC-1+TRAIL kill | zVAD death inh | CHOP inh | Wee1 degr inh
31 | 8 | 2.4 | 60 | 0
32 | 24 | 0.1 | 49 | 2
33 | 6 | -0.1 | -3 | -4
34 | 18 | 2.9 | -2 | 0
35 | -2 | 0.1 | 16 | 2
36 | 17 | -0.3 | 21 | -2
37 | 5 | 0.3 | 1 | -1
38 | -12 | -0.7 | 23 | -1
39 | 28 | 0.8 | 8 | 2
40 | -2 | -0.1 | 28 | -3
41 | 26 | 0.6 | -6 | 2
42 | 5 | 0.4 | -9 | 0
43 | -19 | 1.2 | 10 | 8
44 | -36 | 1.8 | 21 | 2
45 | 2 | 0.4 | 40 | 3
46 | -2 | 1.0 | 22 | 0
47 | 18 | 3.1 | 19 | -1
48 | 8 | 1.7 | -3 | -1

In a second layout: results already given.
[43] CC(C)C(=O)NNC(=O)c1ccccn1
[44] O=[N+]([O-])c1cccc(/C=C/C=N/Nc2nc(N3CCCCC3)nc(N3CCCCC3)n2)c1
[45] CC1CN(C(=O)N2c3ccccc3Sc3ccccc32)CC(C)O1 (stereo unspecified)

assay / entry	43	44	45
PGE2 EP2 inh	10	4	14
FXIIa inh 1536	0	1	13
TNF necrop inh	1.9	1.7	-1.3
Tb hexokinase	-3	-21	-7
FXIa inh	-6	2	9
PPC-1+TRAIL kill	-19	-36	2
zVAD death inh	1.2	1.8	0.4
CHOP inh	10	21	40
Wee1 degr inh	8	2	3
